Compound activity (PubChem BioAssay)
NS5 inhibitors: Dengue-2 NS5 methyltransferase inhibitors, primary screen, biochemical, confirmation dose response (AID 588689) | Dengue-2 NS5 methyltransferase capping enzyme assay, biochemical; higher % means a stronger effect | hit rate 0.3% among 340,000 | inhibition, % at 25 µM, or IC50 in µM where a hit was titrated; in the data active = a potency from the dose series; inconclusive = inhibition above about 29% without an active follow-up result
T cell HTS: T cell immune modulators affecting CD8 T cell-vesicle binding | 2C CD8+ T cell-vesicle binding, flow cytometry; stronger effect = lower value | calls only at 7 µM | hit rate 0.068% among 330,000;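 active = response, share of CD8 T cells binding vesicles, and their 90th percentile fluorescence all below set limits, cut at about 80% in these data, passing the limit was not always enough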
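System: murine 2C transgenic CD8+ T lymphocytes; also added: QL9-loaded Drosophila micro-vesicles; times: binding 1.5 h at 37 °C; measured by: flow cytometry, PE anti-B7-1 (FL2) versus Alexa647 anti-CD8 (FL8), PFA-fixed; control set: Peptide-free naked vesicles (low) and QL9 vesicles with 0.7% DMSO vehicle (high)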
PhoP inhibition: PhoP-dependent GFP reporter repression – Salmonella Typhimurium, primary screen (AID 1863); S. Typhimurium PhoP-regulated promoter GFP reporter, 4 h; higher % means a stronger effect; inhibition, % at 50 µM; hits with a dose series show IC50 in µM; hit rate 0.16% among 300,000;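 active = inhibition over 29.93%, a cutoff 3 SD above the screen mean, later confirmed by dose response; inconclusive = inhibition over 29.93% but no dose response follow-up; inactive = inhibition at most 29.93% or unconfirmed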;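 note: 0% = low Mg2+ inducing control and 100% = high Mg2+ repressing control; strong numbers were not always called active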
RSV antiviral HEp-2: inhibition of RSV-induced cytopathic effect – HEp-2 cells, primary 10 µM value included (AID 2391). HEp-2 cells, RSV-induced CPE inhibition; higher % means a stronger effect. one-dose CPE inhibition, % at 10 µM; IC50 in µM for titrated hits. hit rate 0.13% among 310,000; in the data active = a potency from the dose series; inconclusive = CPE inhibition mostly from about 23% at the one dose, without a potency; inactive = the rest, 99 in 100 with CPE inhibition below about 21%; note: strong numbers were not always called active
West Nile antiviral: West Nile virus antiviral activity, cell-based, CPE readout (AID 1621); West Nile virus-infected cells, CPE inhibition; higher % means a stronger effect; CPE inhibition, % at 10 µM, or IC50 in µM where a hit was titrated; hit rate 0.02% among 290,000; in the data active = a potency from the dose series; inconclusive = CPE inhibition mostly from about 3.7% at the one dose, without a potency; inactive = the rest, 99 in 100 with CPE inhibition below about 2.2%; note: strong numbers were not always called active
Large T inhibition: TAg ATPase/helicase activity blockers – biochemical (AID 1903); SV40 large T antigen ATPase/helicase inhibition assay; higher % means a stronger effect; inhibition, % at 20 µM; hits with a dose series show IC50 in µM; hit rate 0.39% among 310,000; in the data active = a potency from the dose series; inconclusive = inhibition mostly from about 32% at the one dose, without a potency; inactive = the rest, 99 in 100 with inhibition below about 32%; note: strong numbers were not always called active
MgcRacGAP inhibition: MgcRacGAP GTPase-activating activity inhibitors, confirmation, biochemical, ADP Hunter fluorescence. one-dose inhibition, % at 30 µM; IC50 in µM for titrated hits. MgcRacGAP-stimulated Rac1 GTP hydrolysis, ADP Hunter fluorescence; higher % means a stronger effect; GST-tagged Rac1 F28L mutant substrate. AID 624330. hit rate 0.6% among 340,000;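 active = first-screen hits whose inhibition reached a set limit at any dose in the follow-up dose series; inconclusive = inhibition above the set first-screen limit but never retested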;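 note: fluorescence reports GDP produced by GAP-driven GTP hydrolysis; strong numbers were not always called active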
NTR1 agonist: NTR1-driven beta-arrestin-GFP spot formation – imaging, U2OS cells, high content, primary screen (AID 493036). P30989. agonist mode. activation, % at 20 µM. hit rate 0.17% among 330,000;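 active = activation at or above 40% of the spot to cytoplasm intensity ratio, with at least 20 cells analyzed; inconclusive = wells under 20 cells, flagged as cytotoxic or low count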;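 note: 0% = DMSO without peptide and 100% = 100 nM NTR1 peptide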
Target sequence (P30989 whole entry, looked up): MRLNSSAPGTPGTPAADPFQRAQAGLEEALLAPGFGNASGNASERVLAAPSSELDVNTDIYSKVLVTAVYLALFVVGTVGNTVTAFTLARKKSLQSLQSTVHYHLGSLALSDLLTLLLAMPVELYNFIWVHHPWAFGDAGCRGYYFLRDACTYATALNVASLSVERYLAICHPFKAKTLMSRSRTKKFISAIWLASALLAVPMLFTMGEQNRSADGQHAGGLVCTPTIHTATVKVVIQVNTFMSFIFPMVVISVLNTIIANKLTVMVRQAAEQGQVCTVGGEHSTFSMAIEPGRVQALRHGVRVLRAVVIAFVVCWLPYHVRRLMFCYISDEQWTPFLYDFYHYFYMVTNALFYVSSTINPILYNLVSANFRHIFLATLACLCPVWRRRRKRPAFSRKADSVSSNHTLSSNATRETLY
UTI89 phage lysis: inhibition of K1F phage lysis, E. coli UTI89, bacterial capsule biogenesis inhibitors, alamar blue (AID 488966); inhibition, % at 100 µM; hits with a dose series show IC50 in µM; hit rate 0.02% among 340,000; E. coli UTI89 K1F phage lysis, alamar blue, 2 h; higher % means a stronger effect;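 active = phage lysis inhibition, versus mean bacterial control, above a set limit; inconclusive = no clear call, values can overlap the other calls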;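 note: capsule biogenesis inhibitors block K1F phage lysis so surviving cells raise fluorescence; higher fluorescence means more inhibition of phage lysis; actives were called in the ten point dose series up to 300 µM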
T cell HTS vesicle-bound %: also measured in T cell HTS; calls as there; double positive events, %; measured here: CD8+ vesicle-bound cell fraction;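 binding gate set so that unloaded-vesicle control wells show 10% double positive cells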
NTR1 agonist cell count 20 µM: further read-out of NTR1 agonist, marked with its call; cell count; measured here: cell count, cytotoxicity flag
NS5 inhibitors pilot replicate: also measured in NS5 inhibitors; calls as there; inhibition, %; measured here: pilot screen replicate inhibition
* marks the source's active call; other numbers are inactive results; i = inactive; u = inconclusive; x = no result given; [ ] = remark or other dose.

SMILES	NS5 inhibitors	T cell HTS	T cell HTS vesicle-bound %	PhoP inhibition	RSV antiviral HEp-2	West Nile antiviral	Large T inhibition	MgcRacGAP inhibition	NTR1 agonist	NTR1 agonist cell count 20 µM	UTI89 phage lysis	others
Cc1cnc(C)c(N2CCC(C(=O)NCc3cccs3)CC2)n1	-9%	i	39	-6%	0.7%	1.2%	0%	-3%	-0.7	34	-0.7%
CCN(CC)S(=O)(=O)c1ccc(C(=O)NC(=S)N(CCC#N)Cc2cccnc2)cc1	-7%	i	59	-1%	4.5%	0.1%	11%	10%	-1.4	64	0.2%
CCCOc1ccc(/C=C/C(=O)N2CCOCC2)cc1	-5%	i	52	4%	0.1%	-0.9%	1%	10%	1.9	42	0.0%
O=C(NCc1ccco1)c1ccc(=O)[nH]n1	9%	i	6	-7%	-0.6%	0.2%	4%	11%	0.0	46	0.1%
Cn1cccc1/C=N/NC(=O)C12CC3CC(CC(C3)C1)C2	-1%	i	47	-15%	1.2%	-0.7%	6%	9%	-0.5	63	1.6%
CCOC(=O)N1CCN(CC(=O)Nc2c(C(=O)OC)[nH]c3ccccc23)CC1	0%	i	24	1%	15%	-0.5%	14%	2%	-0.4	46	1.8%
CCOc1ccc(/C(O)=C2/C(=O)C(=O)N(CCOCCO)C2c2ccccc2)cc1 (centres undefined)	6%	i	23	16%	1.1%	-0.2%	4%	9%	-0.7	40	1.5%
CCC(OC(=O)CN1C(=O)C(=O)c2ccccc21)C(=O)Nc1ccc(S(N)(=O)=O)cc1 (centres undefined)	-1%	i	20	5%	-0.4%	-0.3%	10%	-9%	1.3	38	0.8%
CCCCC[n+]1ccn(C2=C([O-])c3ccccc3C(=O)/C2=N\S(=O)(=O)c2ccccc2)c1	0%	i	49	1%	0.3%	0.3%	-7%	10%	1.6	61	-1.6%
COC(=O)c1ccccc1-c1c2ccc(=N)cc-2oc2cc(N)ccc12	u	i	53	x	5.2%	x	x	-77%	-5.4	50	1.9%
Cc1ccc(-c2nnc(SCc3nc(N)nc(Nc4ccccc4C)n3)n2N)cc1	x	i	41	-2%	0.5%	x	14%	2%	0.8	74	0.4%
O=[N+]([O-])c1ccc(N(c2ccccc2)c2ccccc2)cc1	-5%	i	48	-37%	2.9%	0.0%	7%	3%	-0.2	70	-0.5%
Cc1cc(C)cc(OCC(=O)Nc2ccc(N3CCN(C(=O)c4ccco4)CC3)cc2)c1	-4%	x	x	-5%	3.1%	-0.1%	16%	6%	13	56	-0.2%
CCOC(Cn1c(-c2ccc(OC)cc2)nc2ccccc21)OCC	0%	i	40	0%	0.9%	-0.3%	6%	4%	-0.9	43	0.4%
Cn1c(=O)c(S(=O)C2CCCCC2)c(O)c2ccccc21 (centres undefined)	-2%	i	20	x	2.2%	x	13%	-4%	0.8	50	-0.1%
COc1ccccc1N1CCN(C(=O)c2ccc(Cl)c(S(=O)(=O)N3CCCC3)c2)CC1	0%	i	30	-9%	8.6%	-1.0%	10%	4%	-1.0	54	-0.1%
Cc1cc(NC(=O)c2cc(C)on2)n(-c2ccccc2)n1	-3%	i	46	5%	1.3%	0.2%	1%	5%	0.2	61	8.2%
O=C(O)c1ccc(N/N=C2/CCCc3ccccc32)cc1	17%	i	13	4%	1.2%	0.3%	14%	-11%	-1.2	50	0.0%
Cc1cc(C)c(C#N)c(SCc2ccc(F)cc2)n1	-9%	i	59	5%	4.7%	0.1%	0%	6%	-2.5	20	-0.1%
Cc1cc(C)n(CC2CC(=O)N(c3ccc(Cl)cc3)C2=O)n1 (centres undefined)	-4%	i	43	-14%	1.7%	0.1%	10%	-4%	-1.1	62	0.0%
Cc1ccc(-c2nnc(SCC(N)=O)nc2-c2ccc(C)cc2)cc1	-6%	i	30	-2%	1.3%	-0.9%	13%	5%	2.8	24	-0.4%
CCOC(=O)CN(C(=O)COc1nc(C)cc(C)c1C#N)c1cccc(Cl)c1	0%	i	17	-1%	3.9%	-0.2%	8%	0%	0.4	54	-1.3%
COC(=O)CCNc1n[nH]c(=O)[nH]c1=O	0%	i	55	-3%	4.1%	-0.1%	3%	-5%	-1.1	43	-0.6%
CCCS(=O)(=O)c1c(S(=O)(=O)CCC)c2c3ccccc3ccn2c1C(=O)OC	-7%	i	48	-1%	22%	0.3%	11%	1%	3.8	68	0.4%
CC1CN(Cc2nc3c(c(=O)n(C)c(=O)n3C)n2CCCc2ccccc2)CC(C)O1 (centres undefined)	12%	i	26	x	-0.6%	0.3%	x	-3%	0.3	48	0.4%
(next part)
SMILES	NS5 inhibitors	T cell HTS	T cell HTS vesicle-bound %	PhoP inhibition	RSV antiviral HEp-2	West Nile antiviral	Large T inhibition	MgcRacGAP inhibition	NTR1 agonist	NTR1 agonist cell count 20 µM	UTI89 phage lysis	others
O=c1[nH]nc(CNc2cccc(C(F)(F)F)c2)c2ccccc12	-3%	i	57	5%	7.6%	-1.4%	4%	7%	1.1	80	0.0%
COc1cccc(OCC(=O)O/N=C(\N)c2ccncc2)c1	-4%	i	60	0%	1.0%	-0.5%	8%	6%	-1.0	51	0.5%
O=S(=O)(Nc1ccc(S(=O)(=O)N2CCOCC2)cc1)c1ccc(Br)cc1	-10%	i	25	-3%	1.6%	0.1%	6%	4%	2.2	34	-0.1%
Cc1cc(=O)[nH]c(SCc2nc3ncccn3c2Br)n1	-10%	i	34	-3%	-0.5%	0.5%	3%	0%	0.5	88	4.3%
N#Cc1c(-c2ccco2)cc(C2CC2)nc1SCC(=O)c1ccccc1	-3%	i	12	-2%	0.2%	u	28%	3%	3.4	58	5.1%
COC(=O)c1ccccc1NC(=O)CN1CCC(NC(=O)c2ccccc2C)CC1	0%	i	17	-8%	-0.9%	0.2%	5%	6%	0.3	76	0.1%	NS5 inhibitors pilot replicate=0.5
CC(=O)NCC(=O)OCC(=O)c1ccc2ccccc2c1	-1%	i	17	-9%	3.4%	-0.4%	6%	-8%	-1.8	88	0.2%
N#Cc1ccc(COC(=O)c2ccc3c(=O)[nH]c(CN4CCOCC4)nc3c2)cc1	2%	i	23	31%	5.5%	0.3%	-1%	5%	-0.1	69	0.6%	NS5 inhibitors pilot replicate=0.6
Cc1c(O)c(CN2CCCCC2)cc2c1oc(=O)c1ccccc12	1%	i	26	7%	0.2%	0.6%	2%	12%	-0.3	45	0.0%
C[C@@H](O)[C@H]1O[C@]2(C)CCC[C@H]1O2	-9%	i	42	x	1.2%	x	x	12%	-0.8	68	-1.3%
S=C(Nc1ccc(Cl)cc1Cl)NC1CCCCC1	-9%	i	58	-6%	-0.7%	-0.5%	2%	9%	3.4	45	0.0%
CC1Cc2ccccc2N1C(=O)CN(C)CC(=O)Nc1ccc(OC(F)(F)F)cc1 (centres undefined)	2%	i	24	x	1.9%	x	x	0%	3.9	52	-1.6%[50 µM]
Cc1ccn2cc(CCNS(=O)(=O)c3ccc4ccccc4c3)nc2c1	-5%	i	36	2%	0.7%	-1.1%	10%	6%	-0.3	55	4.2%[50 µM]
Cc1ccc(C)c(S(=O)(=O)N2CCN(C(=O)c3ccncc3)CC2)c1	-10%	i	42	-2%	0.8%	x	0%	11%	-2.0	45	0.9%[50 µM]
Cc1ccc(C(=O)OCC(=O)N2CC(C)OC(C)C2)cc1 (centres undefined)	-5%	i	29	3%	0.8%	0.4%	0%	7%	0.6	47	0.3%
COc1cccc(NC(=O)CN2CCN(CC(=O)Nc3ccc(F)cc3)CC2)c1	5%	i	57	5%	-3.0%	-0.2%	1%	3%	-0.7	86	0.1%
O=C1CCCC(=O)C1=C1SCCCS1	-1%	i	46	2%	2.8%	-0.2%	26%	7%	-0.5	62	1.7%[50 µM]
C/C(=N/OC(=O)c1c(-c2ccccc2Cl)noc1C)c1cnccn1	4%	i	23	-4%	0.9%	0.2%	3%	2%	2.1	56	0.0%
CCN(CC(=O)NCc1ccc(F)cc1)C(=O)c1cc2ccccc2o1	-6%	i	25	-4%	0.6%	-0.8%	10%	8%	-0.2	50	0.1%
CC(=O)Nc1ccc(S(=O)(=O)Nc2ccc3c(c2)OCCO3)cc1	5%	i	20	9%	5.6%	-0.2%	2%	8%	-0.5	40	0.6%
O=C(COC(=O)c1ccncc1)Nc1cc(Cl)ccc1Cl	3%	i	43	9%	1.0%	0.0%	13%	2%	-1.0	45	1.2%
CCc1nnc(NC(=O)CSc2nnc(CNc3ccc(OC)cc3)n2C)s1	-9%	i	38	8%	0.3%	-0.4%	32%	8%	-2.4	69	0.7%
Cc1cc(=O)oc2cc(OCc3ccc(C(=O)OCC(=O)Nc4ccc(N(C)C)cc4)cc3)ccc12	-5%	x	x	-4%	x	-0.1%	28%	17%	0.0	81	-0.9%
CC1CC(C)CN(C(=S)Nc2ccc3nc4n(c(=O)c3c2)CCCCC4)C1 (centres undefined)	0%	i	23	10%	4.2%	-1.6%	11%	6%	9.4	47	0.0%
Cc1ccc(-c2cc(C(F)(F)F)nn2-c2ccc(S(N)(=O)=O)cc2)cc1	23%	i	36	-4%	1.8%	-0.8%	3%	10%	9.0	65	-2.1%
(continued)
SMILES	NS5 inhibitors	T cell HTS	T cell HTS vesicle-bound %	PhoP inhibition	RSV antiviral HEp-2	West Nile antiviral	Large T inhibition	MgcRacGAP inhibition	NTR1 agonist	NTR1 agonist cell count 20 µM	UTI89 phage lysis	others
O=C(CN1C(=O)NC2(CCCC2)C1=O)Nc1ccccc1N1CCCCC1	-7%	i	54	1%	-0.3%	x	23%	11%	0.6	69	1.6%[50 µM]
CC(=O)c1ccsc1-c1c(C)cc2oc(=O)cc(-c3ccccc3)c2c1C	-5%	x	x	x	x	x	x	7%	0.5	62	0.0%
CCOC(=O)c1c(C)[nH]c(C(=O)COC(=O)c2cc(C)oc2C)c1C	0%	i	34	x	24%	x	x	-1%	-0.4	51	0.7%[50 µM]
CN1C(=O)c2ccc(NC(=O)c3cccc4ccccc34)cc2C1=O	-7%	i	20	2%	4.4%	-0.3%	8%	6%	-0.3	82	0.3%
CCN(C(=O)CN1C(=O)NC(c2ccccc2)(c2ccc(C)c(C)c2)C1=O)C1CCCCC1 (centres undefined)	-2%	i	43	x	x	x	x	3%	6.2	53	0.7%[50 µM]
Cc1ccc(-n2cnc3c(sc4nc(N5CCOCC5)c5c(c43)CCCC5)c2=O)cc1	x	i	29	1%	x	0.3%	17%	x	3.6	48	x
